Source: PubChem BioAssay (Fisher Drug Discovery Resource Center)
mcGAS MS inh = inhibitors of Mus musculus cyclic GMP-AMP synthase, initial high-throughput assay, cell-free, RapidFire MS. Q8C6L5. inhibition, % at 12.5 µM. actives 0.18% (n = 130,000). recombinant mouse cGAS, cGAMP by RapidFire MS;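 active = inhibition of cGAS enzyme activity at or above 60%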;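 also: enzyme stimulated by 45 bp dsDNA with ATP and GTP substrates; cGAMP share of summed cGAMP plus half ATP and half GTP signals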
Target sequence (Q8C6L5 whole entry, looked up): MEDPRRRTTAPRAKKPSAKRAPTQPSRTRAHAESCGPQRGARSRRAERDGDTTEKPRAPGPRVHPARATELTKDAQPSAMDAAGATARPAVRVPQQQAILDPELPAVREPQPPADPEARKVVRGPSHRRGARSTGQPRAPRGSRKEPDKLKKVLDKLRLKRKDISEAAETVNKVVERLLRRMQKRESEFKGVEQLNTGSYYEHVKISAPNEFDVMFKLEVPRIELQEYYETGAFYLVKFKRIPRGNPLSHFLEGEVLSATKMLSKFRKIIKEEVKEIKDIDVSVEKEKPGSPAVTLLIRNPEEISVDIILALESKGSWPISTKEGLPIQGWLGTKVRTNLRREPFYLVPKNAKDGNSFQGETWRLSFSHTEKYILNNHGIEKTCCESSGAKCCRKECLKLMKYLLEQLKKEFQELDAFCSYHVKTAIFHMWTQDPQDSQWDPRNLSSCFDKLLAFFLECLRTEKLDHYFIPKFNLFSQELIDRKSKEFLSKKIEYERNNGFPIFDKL
Starred values were filed as active, the others as inactive; & = joins results of further samples. These rows are one share of the data; the hit share may differ from the screen's.

SMILES	mcGAS MS inh
O=C(CSc1nnc(-c2cccs2)n1C1CC1)NN1C(=O)NC2(CCCCC2)C1=O	-0.1
CC1CC(C)CN(C(=O)C(C)N2CCN(S(=O)(=O)c3ccc(F)c(F)c3)CC2)C1 (centres undefined)	-4.1
CCCC(=O)Nc1ccc(C(=O)COc2ccc(Cl)cc2Cl)cc1	1.4
CCCNC(=O)Cn1nc(C2CC2)c2cnn(-c3ccc(F)cc3)c2c1=O	-7.4
Cn1ccn2ncc(C(=O)N3C[C@H]4CC=CC[C@H]4C3)c12	-10.5
CN1CCCN(c2nc(C(F)(F)F)nc3nc[nH]c23)CC1	-0.9
COc1ccc(F)cc1CN1CCN(c2ncnc3sc4c(c23)CCCC4)CC1	-2.5
C=CCNc1ccccc1C(=O)N1CCCC2(CCN(C)C2)C1 (centres undefined)	-2.8
Nc1c(C(=O)Nc2ccccc2F)sc2nc3c(cc12)C(=O)CCC3	-6.8
CN(Cc1ccc(F)cc1F)C(=O)CN(C)S(=O)(=O)c1ccc(C#N)cc1	-16.2
COc1ccc(CC(=O)O)cc1S(=O)(=O)N(C)c1cccc(C)c1C	-14.8
O=C(CSc1nnc(-c2ccco2)o1)N1CCN(C(=O)c2cccs2)CC1	1.3
Cc1cccc(CN2CCN(Cc3ccc(N(C)C)nc3)CC2)c1	-38.0
CC1=Nc2c(c(C)nn2-c2ccccc2)C(C(F)(F)F)(C(F)(F)F)O1	-13.2&0.4
COc1ccc(Nc2ccc(S(=O)(=O)C(F)(F)F)cc2[N+](=O)[O-])c(OC)c1	-18.2
CS(=O)(=O)NCC1CN(c2ccccc2)C(=O)O1 (centres undefined)	-26.3
COc1ccc(S(=O)(=O)N2CCCOC2CNC(=O)C(=O)NCc2ccccc2F)cc1OC (centres undefined)	2.6
O=C(O)c1cc(-c2ccccc2O)n[nH]1	7.8
CC(C)n1c2c(=O)n(C)c(=O)n(C)c2n2c(-c3ccccc3Cl)nnc12	-1.3
O=C(NCc1nnc(SCC(=O)N2CCCc3ccccc32)n1-c1ccccc1)c1cc(Br)ccc1Cl	-4.9
COc1cc(-c2nccn2CCc2cccs2)cc2c1OCO2	-3.7
O=C(O)CSc1nnc(-c2ccn[nH]2)n1-c1ccccc1Cl	-19.1
O=C1CC(Nc2ccc(N3CCCCC3)cc2)C(=O)N1Cc1ccccc1 (centres undefined)	-6.2
O=C(O)c1cc2ccccc2cc1O	-0.5
CC(C)c1ccc(S(=O)(=O)NCC2CCCO2)cc1 (centres undefined)	-17.2
Cc1ccc(C)n1-c1nc(CC(=O)NCc2ccc3c(c2)CCCN3C)cs1	3.8
COC(=O)c1cc(CN2CCCN(c3ccnc(C)c3)CC2)cs1	-22.9
C=C(C)CN(C)C(=O)Cc1c2c(n(Cc3ccccc3F)c1C)CCCC2=O	-10.3
CCN1CC(C(=O)NC(c2ccc(Cl)cc2)C(C)C)CC1=O (centres undefined)	-8.2
CN(c1ccccc1)N1C(=O)c2ccccc2NC12CCN(C(=O)CC1NC(=O)NC1=O)CC2 (centres undefined)	-0.5
COCCN(CC1CCCO1)C(=O)c1sc2ncn(C)c(=O)c2c1C (centres undefined)	-8.4
CN(C)c1ccc(NC2CC(=O)N(C3CCCCC3)C2=O)cc1 (centres undefined)	18.4
CC1CC(=O)Nc2ccccc2N1C(=O)CN1CCCc2ccccc21 (centres undefined)	-11.5
O=C(NC1CCOc2c(Cl)cccc21)C1CCN(Cc2ccccc2)CC1 (centres undefined)	-52.2
CN(C)CC(Cc1ccccc1)OCc1ccccc1 (centres undefined)	0.2
CCC1CCCCN1Cc1nc2cc(F)ccc2n1CC (centres undefined)	-14.6
Cc1noc(C(C)N(C)CC(=O)NCCc2ccc(Cl)cc2)n1 (centres undefined)	-29.5
COc1c(C(=O)N2CCC(C(N)=O)C2)sc(C)c1Br (centres undefined)	-10.6
CC(C)S(=O)(=O)NC(=O)Cc1cn(C)c2ccccc12	2.5
COc1cc(OC)cc(C(=O)NCC(=O)Nc2ccc(N3CCN(C)CC3)nc2)c1	-6.8
C=CCC1(O)CC(c2ccccc2)NC(c2ccccc2)C1CC (centres undefined)	0.0
O=C(Cn1nc(-c2ccc(F)cc2)oc1=O)Nc1ccc(Cl)cc1F	-2.8
Cc1c(S(=O)(=O)N2CCNC(C(=O)O)C2)sc2ccc(Cl)cc12 (centres undefined)	-14.5
CCCc1cc(=O)[nH]c(SCCSC)n1	-10.7
Cc1cc(C(=O)CSc2nnc3n2CCCCC3)c(C)s1	-0.5
O=C(CSCc1ccccc1Cl)NC1C=CS(=O)(=O)C1 (centres undefined)	0.4
COC(=O)C1C2C=CC(C3CC23)C1C(=O)OCC(=O)c1ccc(OC)cc1 (centres undefined)	-12.6
CCC(CCC(C)C1CCC2C3CC=C4C[C@@H](OC(C)=O)CC[C@]4(C)C3CC[C@]12C)C(C)C (some centres undefined)	-2.7
Cc1nn(Cc2ccc(F)cc2)c(=O)c2c1cnn2-c1ccccc1	-6.5
CCN(C/C=C/c1ccccc1)C(=O)c1cccc(Oc2ncccn2)c1	-10.8
O=C(CCc1n[nH]c(=O)[nH]c1=O)N/N=C\c1ccc(F)cc1	-13.7
CC(C)NC(=O)[C@@H]1C[C@H](N)CN1C(=O)c1cccc2cnccc12	-9.0
CCOCCn1c(=NC(=O)c2cc(Cl)sc2Cl)sc2cc(S(N)(=O)=O)ccc21	-6.8
OC1CCCN(c2cncc(OCC(F)(F)C(F)F)n2)C1 (centres undefined)	-2.3
CC(C)c1noc(-c2ccnc(NC3CCN(CC(N)=O)CC3)c2)n1	-0.4
Cc1nn(-c2ccccn2)c2c1-c1oncc1CC2	-16.9
Cc1ccc(NC(=O)NC(=O)COc2ccc(C#N)cc2)cc1C	-12.1
C=CCSc1nc2sc(C(=O)O)c(C)c2c(=O)[nH]1	-25.3
Nc1[nH]n(-c2ccccc2)c(=O)c1N=Nc1cc([N+](=O)[O-])ccc1Br	3.8
Nc1cc(N2CCC(CO)(CCCc3ccccc3)CC2)ncn1	-10.7
New compounds follow
SMILES	mcGAS MS inh
Cc1noc(-c2ccccc2OC23CCCN(CC2)C3)n1 (centres undefined)	-16.6
Fc1cccc(CN2CCN(c3nc4nonc4nc3N3CCSCC3)CC2)c1	3.9
Cc1c(C(=O)N2CCCC(CN3CCCC3=O)C2)oc2c(F)cccc12 (centres undefined)	-10.5
Cc1cccc(Cn2c(SCCc3ccccc3)nc3c2c(=O)[nH]c(=O)n3C)c1	-11.3
OC(c1ccc(CN2CCCCC2)cc1)c1ncc(-c2ccccc2)[nH]1 (centres undefined)	-5.2
CC1=C(CC(=O)N2CCCC2c2ccncc2)c2cc(F)ccc2/C1=C\c1ccc(S(C)=O)cc1 (centres undefined)	2.9
COCc1nc2ccccc2n1CCCCOc1cccc(C)c1	6.2
CCC(NC(=O)c1ccccc1)c1nc(C)cs1 (centres undefined)	-2.8
Fc1c(F)c(F)c(C=CCN2CCOCC2)c(F)c1F	-0.6
CNC(=O)c1nnc2n1C(c1ccccc1)CN(C(=O)c1cccc(OC(F)(F)F)c1)C2 (centres undefined)	-10.1
O=C1COc2ccc(NC(=O)C34CC5CC(C3)CC(c3ccccc3)(C5)C4)cc2N1	2.6
O=C(OCC(O)C(O)C(F)(F)F)c1ccccc1 (centres undefined)	1.7
Cc1ccc(C)c(CN2CCN(c3nc4c(c(=O)[nH]c(=O)n4C)n3Cc3ccc(Cl)cc3)CC2)c1	-12.5
COCC1(C(=O)NCc2ccccc2-n2cccn2)CCC1	-17.6
CC(=O)Nc1cccc(C(=O)NCCc2ccc(Cl)cc2)n1	-5.1
Cc1cc(C)c(C(=O)N2CCCC(N(C)Cc3ccccc3)C2)o1 (centres undefined)	-6.3
Cc1cc(C)c[n+](C(C)C(=O)c2ccc(-c3ccccc3)cc2)c1 (centres undefined)	16.8
O=C(CCCCc1ccccc1)N1CCc2c(nc(-c3ccncc3)[nH]c2=O)C1	-15.2
O=c1oc2ccccc2n1CCCN1CCCC1c1ccc(O)cc1 (centres undefined)	-12.9
O=C(CSC(F)(F)F)Nc1cnn(-c2ccccc2)c1	-14.0
CN(Cc1ccc(-n2cccn2)cc1)CC1CCC(N)CC1 (centres undefined)	-10.6
Cc1noc(C)c1CNC(C)c1ccc(Br)cc1 (centres undefined)	-9.7
COC(=O)CSc1nc2nc(-c3ccccc3)cc(=O)n2[nH]1	2.9
Oc1ccc(-c2csc(=NC3CC3)n2N=C2CCCC2)cc1	-10.2
CC(C)(C)NC(=O)C1(C)CCN1Cc1ccc(-c2ccccn2)cc1 (centres undefined)	-7.1
Clc1ccccc1OCc1nncn1-c1cccnc1	-7.4
Clc1ccc(-c2csc3ncnc(N4CCN(CCOc5ccccc5)CC4)c23)cc1	-2.5
CCCCNC(=O)C1(C)CCCCN1C(=O)c1cc(-c2cccs2)oc1C (centres undefined)	-5.4
O=C(COc1ccc(Nc2ccccc2)cc1)N1CCOCC1	-4.2
Cc1cccc(-c2ncc(CN(C)CC3(CO)CC3)cn2)c1	-18.0
CC1(C(=O)NS(=O)(=O)c2cccc(C#N)c2)CCN1C(=O)c1cccc2ccccc12 (centres undefined)	-2.8
Cc1cccnc1CNC(=O)CC1C(=O)NCCN1Cc1cccc2ccccc12 (centres undefined)	1.2
CCCNC(=O)n1nc(N2CCCC2)c(C#N)c1N	-42.8&2.2
CCn1c(=O)c2c(nc3n2CCCN3c2ccc(Br)cc2)n(C)c1=O	-7.4
COc1ccsc1C(=O)Nc1cccc(N2CCCC2=O)c1C	-4.1
O=C1COc2ccc(-c3csc(-c4ccc(F)cc4)n3)cc2N1	-4.6
CS(=O)(=O)Nc1ccc(NC(=O)c2nc(N3CCCC3)ncc2Cl)cc1	-8.3
Cc1ccc(Nc2nc(N3CCN(c4cccc(Cl)c4)CC3)nc3nccnc23)cc1	33.2
COCCNC(=O)C1(C)CCN1C(=O)c1cccc(F)c1 (centres undefined)	-6.8
FC(F)(F)CNc1ccncc1	-12.5

Exported with each value named: 4 of the compounds above.
Nc1[nH]n(-c2ccccc2)c(=O)c1N=Nc1cc([N+](=O)[O-])ccc1Br
- mcGAS MS inh: 3.8
Nc1cc(N2CCC(CO)(CCCc3ccccc3)CC2)ncn1
- mcGAS MS inh: -10.7
Cc1noc(-c2ccccc2OC23CCCN(CC2)C3)n1 (centres undefined)
- mcGAS MS inh: -16.6
Fc1cccc(CN2CCN(c3nc4nonc4nc3N3CCSCC3)CC2)c1
- mcGAS MS inh: 3.9

Some values from the results shown:
mcGAS MS inh with O=C(COc1ccc(Nc2ccccc2)cc1)N1CCOCC1 reads -4.2
mcGAS MS inh with Cc1noc(C)c1CNC(C)c1ccc(Br)cc1 (centres undefined) reads -9.7
mcGAS MS inh with CN(Cc1ccc(-n2cccn2)cc1)CC1CCC(N)CC1 (centres undefined) reads -10.6
mcGAS MS inh with FC(F)(F)CNc1ccncc1 reads -12.5
mcGAS MS inh with Cc1cccnc1CNC(=O)CC1C(=O)NCCN1Cc1cccc2ccccc12 (centres undefined) reads 1.2
mcGAS MS inh with Cc1ccc(Nc2nc(N3CCN(c4cccc(Cl)c4)CC3)nc3nccnc23)cc1 reads 33.2

The listing continues.
SMILES	mcGAS MS inh
O=C(CCc1ccccc1)OCCN1CCCC1=O	-1.4
COc1cccc(NC(=O)CCC2CCN(C(=O)CCc3cn[nH]c3)CC2)c1	-5.5&0.5
N#Cc1c(F)cccc1NCCS(=O)(=O)N1CCc2ccccc21	-12.5
Cc1ccc(C(O)=C(C#N)C(=O)C2CCCC(C(F)(F)F)C2)s1 (centres undefined)	-12.9
CCN1C[C@H]2[C@@H](C3CCN(C(C)C)CC3)N[C@](CO)(CC(C)C)[C@H]2C1	6.3
O=C(C[n+]1cc(-c2ccccc2)n2c1CCC2)c1ccccc1	-8.5
Cc1nc(C)c(C(=O)Nc2cc(F)cc(N3CCCC3)c2)s1	4.7
CC(NC(=O)Cc1ccc(F)cc1)c1ccccc1Cl (centres undefined)	-9.9
O=S(=O)(c1ccc(F)cc1)N1CCN(Cn2[nH]c(-c3ccccc3)nc2=S)CC1	-3.1
O=c1c2ccccc2[nH]c2ccc(I)cc12	-7.0
CC1CCCN(Cc2nc3c(c(=O)n(C)c(=O)n3C)n2Cc2ccc(Cl)cc2)C1 (centres undefined)	1.7
CN1CCC(N(C)C(=O)c2cc3cccnc3n(Cc3ccc(F)cc3)c2=O)CC1	-5.6
O=C(CCc1cnccn1)N1CCOC(CCCc2ccccc2)C1 (centres undefined)	-9.1
CC(C)CC(N)C(=O)N(C)C1CCCCC1 (centres undefined)	-8.8
CC(C#N)CN(C)C(=O)C1CCCC(C(=O)N(C)CC(C)C#N)C1 (centres undefined)	2.1
COc1ccc2[nH]c(=O)c(CN(C)C(C)c3ccccn3)cc2c1 (centres undefined)	-12.6
CC(C)Cn1c(CN2CCC(N)(C(=O)O)C2)nc2ccccc21 (centres undefined)	-4.7
COC(=O)c1ccc(NS(=O)(=O)c2cc(C(=O)OC)cc(C(=O)OC)c2)cc1	-5.2
Cc1c(C(=O)NC2=NCCS2)cnn1-c1ccc(Cl)cc1	-2.9
CCCC1CCCN(CC2(CO)COC2)CC1 (centres undefined)	-6.1

Looked up by compound from the entries so far, two records:
SMILES	mcGAS MS inh
N#Cc1c(F)cccc1NCCS(=O)(=O)N1CCc2ccccc21	-12.5
CN1CCC(N(C)C(=O)c2cc3cccnc3n(Cc3ccc(F)cc3)c2=O)CC1	-5.6

Next part:
SMILES	mcGAS MS inh
Cc1nonc1CN(C)C(=O)CC(c1ccccc1)c1cccc(Cl)c1 (centres undefined)	-9.1
O=C(NC1C2CC3CC(C2)CC1C3)C1CCCCC1 (centres undefined)	-10.0
Cc1n[nH]c(C)c1CCNC(=O)c1ccc(CSc2ncccn2)o1	-10.9
COc1ccc(Br)c(C(=O)OC(C)C(=O)Nc2ccccc2F)c1 (centres undefined)	5.2
CCCNC(=O)CSc1nc2ccccc2c(=O)n1-c1cccc(Cl)c1	-5.8
COc1cc(NC(=O)CCC2CCCN(C(=O)CCn3ccnc3C)C2)cc(OC)c1 (centres undefined)	-7.6
c1ccc(-c2cnn3cc(CN4CCCC4Cn4cccn4)cnc23)cc1 (centres undefined)	-14.9
S=C(c1ccc(-c2ccc(Cl)c(Cl)c2)o1)N1CCOCC1	1.5
CC(C)n1c(N)nc2cc(Br)ccc21	3.8
O=C(Nc1cccc(-c2cc3ccccc3[nH]2)c1)C1CCCN(Cc2nccs2)C1 (centres undefined)	-2.0
CC1(C)CCCC1NC(=O)c1cc(F)cc(F)c1 (centres undefined)	-0.5
